# Bioassay records: PubChem, several laboratories
# 3CLpro inhibitor: SARS-CoV 3CLpro protease inhibition. P0C6X7. recombinant SARS-CoV 3CLpro, quenched FRET peptide cleavage. inhibition, % at 6 µM. 290,000 compounds, 0.14% hits; in the data active means inhibition above about 12%
# BH1578 lux ind: induces V. cholerae light production without autoinducers. V. cholerae BH1578 lux reporter, luminescence, 6 h. activation, % at 18.7 µM. 350,000 compounds, 0.16% hits; in the data active means activation mostly above about 9.7%, no sharp cut-off; inconclusive means no clear call, values can overlap the other calls; inactive means mostly below about 3.7%; further: not every result past the cut was called active; inactives centre near 0; reference of the scale not given here
# TcdB GH inh: TcdB glycohydrolase inhibition; P18177; TcdB glycohydrolase enzymatic assay, plate reader; inhibition, % at 9.99 µM; 350,000 compounds, 0.24% hits; AID 652162; in the data active means inhibition above about 10%
# PrPC TRFRET: inhibitors of human cell surface prion protein PrPC; inhibition, % at 13.8 µM; TR-FRET read-out; P04156; 370,000 compounds, 0.43% hits; in the data active means inhibition above about 24%; further: 0% = median of the test wells and 100% = reference compound wells
# Anthrax LF inh2: blocks Bacillus anthracis lethal factor protease; inhibition, % at 10 µM; P15917; 360,000 compounds, 0.12% hits; multiplex microsphere protease cleavage assay, LF; further: plate controls were buffer without enzyme for full effect and enzyme alone for no effect
# Target sequence (P15917 whole entry, looked up): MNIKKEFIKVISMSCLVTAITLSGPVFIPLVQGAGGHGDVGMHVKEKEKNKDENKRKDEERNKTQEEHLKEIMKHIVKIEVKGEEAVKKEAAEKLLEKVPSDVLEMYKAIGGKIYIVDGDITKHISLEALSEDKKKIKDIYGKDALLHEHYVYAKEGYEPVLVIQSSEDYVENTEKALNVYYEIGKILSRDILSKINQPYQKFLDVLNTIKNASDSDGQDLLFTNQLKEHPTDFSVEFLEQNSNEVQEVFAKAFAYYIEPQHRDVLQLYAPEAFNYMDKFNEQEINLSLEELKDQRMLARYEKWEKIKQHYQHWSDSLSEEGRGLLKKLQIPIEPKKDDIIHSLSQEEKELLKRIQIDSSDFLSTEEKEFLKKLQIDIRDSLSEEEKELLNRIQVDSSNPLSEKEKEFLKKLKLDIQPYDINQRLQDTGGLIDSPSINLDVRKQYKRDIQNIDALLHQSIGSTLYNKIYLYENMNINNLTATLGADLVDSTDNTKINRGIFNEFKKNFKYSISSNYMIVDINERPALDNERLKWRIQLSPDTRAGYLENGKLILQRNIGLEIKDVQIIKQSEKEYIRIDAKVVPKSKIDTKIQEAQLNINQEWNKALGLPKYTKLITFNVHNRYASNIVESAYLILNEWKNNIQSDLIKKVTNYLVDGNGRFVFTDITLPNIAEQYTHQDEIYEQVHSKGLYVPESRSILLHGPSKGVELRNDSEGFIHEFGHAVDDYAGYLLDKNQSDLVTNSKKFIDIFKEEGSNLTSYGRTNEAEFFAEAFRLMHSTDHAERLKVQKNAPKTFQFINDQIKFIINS
# Yp Topo-I inh: Y. pestis Topo-I inhibition via cleavage products | activity, % at 10 µM | 360,000 compounds, 0.064% hits | AID 504884 | Y. pestis Topo-I cleavage product accumulation, plate reader; in the data active means activity above about 50%, passing the limit was not always enough; inconclusive means no clear call, values can overlap the other calls; further: inactives centre near 2
# PfHsp40 yeast: rescue of PfHsp40-mediated yeast toxicity | S. cerevisiae expressing PfHsp40, growth rescue, ATP luminescence | growth rescue, % at 12.5 µM | 340,000 compounds, 0.68% hits | AID 504582; in the data active means growth rescue above about 28%, passing the limit was not always enough; inconclusive means no clear call, values can overlap the other calls;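 further: yeast W303a lacking pdr1 and pdr3 grown in galactose medium; growth measured after three days at 30 °C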
# PriA SSB inh: K. pneumoniae PriA-SSBct interaction inhibition; 430,000 compounds, 0.6% hits; inhibition, % at 33 µM; AlphaScreen SSBct-PriA binding, biotinylated peptide; in the data active means inhibition mostly above about 37%, no sharp cut-off; inactive means mostly below about 20%;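 further: plate controls were negative control peptide for no effect and reference peptide for full effect; strong numbers were not always called active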
# BoNT A protease: inhibitors of Botulinum neurotoxin A light chain protease | 360,000 compounds, 0.17% hits | AID 588499 | inhibition, % at 10 µM | multiplex microsphere protease substrate cleavage, flow cytometry; further: plate controls were buffer without enzyme for full effect and enzyme alone for no effect
# Numbers without * were called inactive; i = inactive; ? = inconclusive; nt = not tested or not shown; & = joins results of further samples. Unless noted, no stated cut-off is given here; in the data, active means inhibition above about 30%; inconclusive means no clear call, values can overlap the other calls; inactive means below that.
SMILES,3CLpro inhibitor,BH1578 lux ind,TcdB GH inh,PrPC TRFRET,Anthrax LF inh2,Yp Topo-I inh,PfHsp40 yeast,PriA SSB inh,BoNT A protease
O=C(COC(=O)Cc1ccccc1[N+](=O)[O-])NNC(=O)c1ccc([N+](=O)[O-])cc1,nt,i,0.7,-28,-6,-8,0.0,-1,0.0
O=S(=O)(c1ccccc1)c1nc(-c2ccc(F)cc2)oc1N1CCOCC1,-5,0.6,0.4,-3,3,6,0.0,-4,-0.3
O=C(COc1cc2oc(=O)c3c(c2cc1Cl)CCCC3)NCC1CCC(C(=O)O)CC1 (stereo not drawn),-4,i,1.0,3,-4,-7,-0.2,-7,-2.0
CN(CCc1ccccc1)C(=O)c1cccc(NC(=O)Cc2cccc(NC(=O)C3CCCN(C(=O)C4CC4)C3)c2)c1 (stereo not drawn),nt,i,1.4,1,-9,14,-0.7,3,-0.2
CCCCNCc1cccn1-c1ccccc1,1,i,nt,5,-4,4,-0.9,-4,-0.1
COC(=O)C1OCOC2C(C(=O)OC)OCOC12 (stereo not drawn),nt,i,-1.2,0,-5,9,0.4,-11,-0.1
O=S(=O)(NN=C1CCCCCCC1)c1ccccc1,nt,i,-0.2,1,-5,1,nt,nt,0.2
CC(C)COP(=O)(OCC(C)C)C(Nc1ccccc1)c1ccc(F)cc1 (stereo not drawn),4,i,1.6,6,-2,39,0.9,9,-0.5
CCOC(=O)N1CCN(C(=O)C2CCN(S(=O)(=O)N3CCC4(CC3)OCCO4)CC2)CC1,5,i,2.2,1,-2,-1,-0.9,-8,-1.3
CCN(C(=O)CN1c2ccccc2CC1C)c1c(N)n(Cc2ccccc2)c(=O)[nH]c1=O (stereo not drawn),2,-1.1,-1.4,2,4,4,1.2,-11,-0.5
Cc1cccc2c(N=NC(=O)c3ccc(NS(=O)(=O)c4cccs4)cc3)c(O)[nH]c12,nt,i,1.1,-9,7,-2,-0.4,1,-0.3
CCCC(=O)Nc1ccc(Br)cn1,-4,nt,nt,3,-1,3,0.4,-14,-0.3
O=C(NNC(=O)C1C2C=CC(C2)C1C(=O)O)c1ccccc1O (stereo not drawn),0,-3.8,-1.1,1,1,1,-3.3,-8,-0.8
CC(=O)Nc1ccc(-c2csc(NCCc3ccccc3)n2)cc1,3,-0.4,4.1,5,-3,19,3.3,10,-0.4
Cc1ccc(NC(=O)CN(C)C(=O)c2n[nH]c(=O)c3ccccc23)cc1,0,0.5,0.5,12,-2,1,0.1,-9,-0.1
CC1c2ccccc2N(NC(=O)Cc2ccccc2)C1C (stereo not drawn),-5,-0.7,-0.1,3,-4,1,0.7,1,?
Cc1ccc(C#N)c(SCc2cc3c(cc2Cl)OCO3)n1,0,-0.2,nt,1,-1,10,0.6,-18,-0.3
CN(CCC#N)C(=O)COC(=O)c1ccc2c(=O)n3c(nc2c1)CCC3,-6,i,0.4,0,-6,5,-0.3,-13,0.3
CC(C)(C)c1ccc(S(=O)(=O)NCc2ccc(C(=O)NCc3ccccn3)cc2)cc1,-4,-0.2,0.2,8,-2,23,0.1,-3&-3,-0.3
Cc1ccc(C)c(CSc2nnc(CCN)o2)c1,-2,-0.5,nt,5,2,-7,0.4,1,0.3
CCN(C(=O)COC(=O)CNC(=O)c1ccc2ccccc2c1)C1CCS(=O)(=O)C1 (stereo not drawn),4,i,1.0,7,4,-2,0.2,-17,-0.6
Cc1ccc(N(C)S(=O)(=O)c2ccc3c(c2)NC(=O)C(C)S3)cc1 (stereo not drawn),2,-0.8,0.3,19,-3,18,3.0,-6,-0.6
O=C(CC(=O)NN=C1CCCC1)NCCc1ccccc1,6,3.2,nt,2,2,3,-0.5,-9,1.5
O=C(CNC(c1ccccc1)c1ccccc1)Nc1ccccc1-c1ccccc1,5,-0.1,0.3,9,-2,-2,1.7,-20,0.1
COc1ccc2[nH]c(C)c(C(=O)CN3CCc4cc(OC)c(OC)cc4C3)c2c1,2,-6.7,nt,-4,-2,-5,-0.8,-2,0.2

# The list goes on (2 carried over from the part before).
SMILES,3CLpro inhibitor,BH1578 lux ind,TcdB GH inh,PrPC TRFRET,Anthrax LF inh2,Yp Topo-I inh,PfHsp40 yeast,PriA SSB inh,BoNT A protease
O=C(CNC(c1ccccc1)c1ccccc1)Nc1ccccc1-c1ccccc1,5,-0.1,0.3,9,-2,-2,1.7,-20,0.1
COc1ccc2[nH]c(C)c(C(=O)CN3CCc4cc(OC)c(OC)cc4C3)c2c1,2,-6.7,nt,-4,-2,-5,-0.8,-2,0.2
Cc1noc(NS(=O)(=O)c2ccc(NC(=O)/C=C/c3ccc(C(C)C)cc3)cc2)c1C,3,i,0.4,3,1,13,-0.5,-3,2.8
CCCc1cc(=O)c2ccc(OCC(C)=O)cc2o1,-5,i,0.9,0,3,5,0.7,5,-0.5
COc1ccc2[nH]c3c(c2c1)CCN1C(=O)C(CC(=O)NCc2ccco2)C[C@H](C(=O)N(C(C)C)C(C)C)[C@@]31C (stereo partly drawn),nt,-0.4,1.1,-4,-4,12,1.3,7,-0.1
CCC(=O)Nc1ccc(-c2nc3ccccc3c(=O)o2)cc1,-3,i,1.3,6,-3,6,0.3,-11,-0.7
CCOP(=O)(O)c1cccc(OCCOCCOc2cccc(P(=O)(O)OCC)c2)c1,-4,-0.9,-3.0,5,-4,3,1.2,9,0.3
O=C(NCc1ccccn1)c1ccc(Cl)c(S(=O)(=O)Nc2ccccc2C(=O)NCc2ccccn2)c1,-2,1.1,-1.6,5,-2,7,-0.5,-4,-0.2
CCc1cccc2c(C#N)cn(CC(=O)NCc3ccco3)c12,1,0.6,nt,-4,1,-1,0.2,-4,-1.6
C=CCNC(=S)N/N=C(\C)c1ccc(OC)cc1,-4,i,1.1,18,0,5,2.4,nt,-1.0
O=C(Cn1[nH]c(=O)c2ccccc2c1=O)OCC(=O)c1ccccc1,nt,0.9,0.3,0,-6,-3,-0.4,-5,2.0
CN1C(=O)c2ccccc2Cc2c(NCc3ccccc3)ncnc21,nt,i,0.9,-1,0,4,nt,nt,-0.3
COc1ccccc1OCCn1cc(/C=N/n2cnnc2)c2ccccc21,6,-0.4,nt,-7,-2,16,8.3,nt,-0.1
O=C(c1sc2ccccc2c1Cl)N(Cc1ccco1)C1CCS(=O)(=O)C1 (stereo not drawn),2,i,nt,-8,-3,5,0.7,-1,?
Cc1cccc(NC(=O)CN2C(=O)S/C(=C\c3cc(C)n(C)c3C)C2=O)c1,-3,-0.2,0.4,-13,-2,-4,-0.4,12,0.6
CCOc1ccc(/C=C2\SC(=S)N(Nc3ccccc3)C2=O)cc1OC,8,-0.3,nt,-1,14,-2,0.5,1,21
CCN(CC)S(=O)(=O)c1ccc2[nH]cc(C(=O)NCCc3ccccc3)c(=O)c2c1,6,i,nt,-1,1,0,0.6,-19,0.7
CCCCC(=O)Nc1cc(N(C)C)nc2ccccc12,6,0.7,nt,-1,-6,0,-0.1,-8,-0.1
Cc1cccnc1NC(=O)CNC(=O)c1sc2ccccc2c1Cl,nt,i,2.2,0,-7,-1,-0.9,3,0.0
COCCn1c(C)cc(C(=O)COC(=O)CCc2ccc(S(=O)(=O)N3CCOCC3)cc2)c1C,2,i,nt,0,-3,2,0.5,6,?
CCOC(=O)N1CCN(CC(=O)Nc2ccccc2C(=O)Nc2ccccc2)CC1,nt,-0.4,1.5,-2,-3,-3,-1.7,-4,-0.9
c1ccc(Nc2nc(N3CCCCC3)nc(N3CCNCC3)n2)cc1,0,4.9,nt,-11,-3,2,-1.2,5,1.0
CCCc1cc(NCCCCO)n2c(nc3ccccc32)c1C#N,4,-0.4,nt,3,-3,3,0.1,-22,-0.7
CC(=O)N1CCN(CC(=O)Nc2ccccc2C(=O)NCc2ccc(C)cc2)CC1,0,-0.3,-0.6,-2,-2,-1,-1.0,-1,-3.0
COc1ccc2c(c1)[nH]c1c(=O)n(CCN(C)C)cnc12,0,-0.3,nt,-5,-1,3,-3.0,-6,1.1
COc1ccccc1C(=O)NCCC(=O)Nc1ccc(OC(F)(F)F)cc1,3,-0.3,-12,4,4,-6,1.1,-5,0.8
COc1cccc(=O)c2c(C)oc(C)c12,-8,i,nt,6,-2,5,0.5,0,-0.1
CCOc1cccc(-c2nc3c(s2)CCc2onc(-c4cccc([N+](=O)[O-])c4)c2-3)c1,nt,-1.5,-0.3,2,3,-5,-0.3,-3,0.1
Cc1ccc(CNC(=O)c2cccc(S(C)(=O)=O)c2)cc1,-3,-0.1,nt,nt,-2,-4,0.9,-5,-0.1
Cc1ccccc1Oc1ccc2c(c1)[C@@H]1C[C@H](N(C)C(=O)c3ccco3)[C@H]([C@H](C)O)C(=O)N1CC2,nt,i,2.4,3,0,46,nt,nt,-0.1
CCCC[C@@H]1C[C@H]1[C@@H](NC(=O)c1ccco1)c1ccc(Cl)cc1,-2,i,2.7,-2,2,19,5.8,2,-0.3
CCOC(=O)Cn1cnc2c(nnn2-c2ccc(OC)cc2)c1=O,3,-0.2,nt,-3,-4,-8,0.5,-7,-0.5
OC1CCCN(Cc2cn(Cc3ccccc3)nc2-c2cc3ccccc3o2)C1 (stereo not drawn),0,-0.4,0.7,-12,-2,-4,-0.3,-11,-1.2
Cc1nn(-c2ccccc2)c(N2CCCC2)c1/C=N/NC(=O)c1cc2ccccc2cc1O,1,-0.4,0.8,-2,0,3,0.7,nt,-0.2
COc1ccc(Cc2nnc(NC(=O)c3ccc(F)cc3)s2)cc1OC,0,i,-0.1,-9,1,1,0.6,4,-1.8

# Shown with values under each structure: part of the list above
# Results follow in this order: 3CLpro inhibitor | BH1578 lux ind | TcdB GH inh | PrPC TRFRET | Anthrax LF inh2 | Yp Topo-I inh | PfHsp40 yeast | PriA SSB inh | BoNT A protease
> C=CCNC(=S)N/N=C(\C)c1ccc(OC)cc1
  -4 | i | 1.1 | 18 | 0 | 5 | 2.4 | nt | -1.0
> O=C(Cn1[nH]c(=O)c2ccccc2c1=O)OCC(=O)c1ccccc1
  nt | 0.9 | 0.3 | 0 | -6 | -3 | -0.4 | -5 | 2.0
> CN1C(=O)c2ccccc2Cc2c(NCc3ccccc3)ncnc21
  nt | i | 0.9 | -1 | 0 | 4 | nt | nt | -0.3
> COc1ccccc1OCCn1cc(/C=N/n2cnnc2)c2ccccc21
  6 | -0.4 | nt | -7 | -2 | 16 | 8.3 | nt | -0.1
> O=C(c1sc2ccccc2c1Cl)N(Cc1ccco1)C1CCS(=O)(=O)C1 (stereo not drawn)
  2 | i | nt | -8 | -3 | 5 | 0.7 | -1 | ?
> Cc1cccc(NC(=O)CN2C(=O)S/C(=C\c3cc(C)n(C)c3C)C2=O)c1
  -3 | -0.2 | 0.4 | -13 | -2 | -4 | -0.4 | 12 | 0.6
> CCOc1ccc(/C=C2\SC(=S)N(Nc3ccccc3)C2=O)cc1OC
  8 | -0.3 | nt | -1 | 14 | -2 | 0.5 | 1 | 21
> CCN(CC)S(=O)(=O)c1ccc2[nH]cc(C(=O)NCCc3ccccc3)c(=O)c2c1
  6 | i | nt | -1 | 1 | 0 | 0.6 | -19 | 0.7
> CCCCC(=O)Nc1cc(N(C)C)nc2ccccc12
  6 | 0.7 | nt | -1 | -6 | 0 | -0.1 | -8 | -0.1
> Cc1cccnc1NC(=O)CNC(=O)c1sc2ccccc2c1Cl
  nt | i | 2.2 | 0 | -7 | -1 | -0.9 | 3 | 0.0
> COCCn1c(C)cc(C(=O)COC(=O)CCc2ccc(S(=O)(=O)N3CCOCC3)cc2)c1C
  2 | i | nt | 0 | -3 | 2 | 0.5 | 6 | ?
> CCOC(=O)N1CCN(CC(=O)Nc2ccccc2C(=O)Nc2ccccc2)CC1
  nt | -0.4 | 1.5 | -2 | -3 | -3 | -1.7 | -4 | -0.9
> c1ccc(Nc2nc(N3CCCCC3)nc(N3CCNCC3)n2)cc1
  0 | 4.9 | nt | -11 | -3 | 2 | -1.2 | 5 | 1.0

# Not all compounds are listed, so the mix of outcomes need not match the whole.
